A3A deaminase = inhibitors of human APOBEC3A DNA deaminase; recombinant A3A, FAM/TAMRA ssDNA deamination fluorescence; inhibition, % at 20 µM; actives 0.41% (n = 330,000); AID 493011; P31941;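 active means at least 40% inhibition at 20 µM here, with at most 30% in a related deaminase screen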;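 further: plate controls were A3A with DMSO for no effect and wells lacking A3A enzyme for full effect; some results filed as inactive read as strong as hits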
Target sequence (P31941 whole entry, looked up): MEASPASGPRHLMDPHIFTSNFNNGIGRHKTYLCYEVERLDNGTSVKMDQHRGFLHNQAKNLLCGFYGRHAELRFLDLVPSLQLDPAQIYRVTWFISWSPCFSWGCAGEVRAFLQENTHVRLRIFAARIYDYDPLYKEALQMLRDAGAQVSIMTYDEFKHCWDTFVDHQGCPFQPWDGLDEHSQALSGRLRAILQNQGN
ATG4B inh = inhibitors of human ATG4B cysteine protease. Q9Y4P1. ATG4B cleavage of LC3-PLA2, NBD-HPC fluorescence, 1 h. inhibition, % at 8.33 µM. actives 0.51% (n = 340,000). AID 504462; in the data active means inhibition above about 40%
Target sequence (Q9Y4P1 whole entry, looked up): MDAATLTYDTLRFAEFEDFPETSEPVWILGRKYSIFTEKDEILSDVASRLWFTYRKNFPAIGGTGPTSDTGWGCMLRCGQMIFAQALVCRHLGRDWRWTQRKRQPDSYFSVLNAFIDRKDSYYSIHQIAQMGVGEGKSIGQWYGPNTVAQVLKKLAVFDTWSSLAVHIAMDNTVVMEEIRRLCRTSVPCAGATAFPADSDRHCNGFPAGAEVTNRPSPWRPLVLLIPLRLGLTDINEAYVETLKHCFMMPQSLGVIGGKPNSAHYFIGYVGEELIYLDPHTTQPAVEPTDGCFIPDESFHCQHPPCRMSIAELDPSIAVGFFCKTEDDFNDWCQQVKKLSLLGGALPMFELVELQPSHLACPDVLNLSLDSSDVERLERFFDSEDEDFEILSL
PfGluPho inh = PfG6PD (Plasmodium falciparum) enzyme inhibition; PfGluPho enzyme, NADPH resazurin-diaphorase fluorescence; inhibition, % at 20 µM; actives 0.78% (n = 350,000);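 active means inhibition reaching at least a set limit at 20 µM in the primary screen, cut at about 59% in these data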;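 further: 0% = DMSO wells with substrate and 100% = DMSO wells lacking glucose-6-phosphate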
mIAP activ = increases mouse intestinal alkaline phosphatase activity; actives 0.24% (n = 330,000); muIAP, CDP-Star luminescence, 30 min; stronger effect = higher value; 1 = vehicle-only enzyme signal, 0 = enzyme-free wells; activation factor at 10 µM; AID 2805;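 active means activation factor of at least 2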; further: the source names both 10 and 20 µM as test concentration; values of inactives mirror those of a sister screen read the other way
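also added = chemiluminescent substrate CDP-Star | test system = mouse IAP enzyme | signal = chemiluminescence readout | compound = DMSO-dissolved test compounds | incubation = 30 min at room temperature | benchmarks = DMSO wells, no-enzyme wells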
HKDC1 inh = inhibitors of human hexokinase HKDC1. AID 493160. recombinant HKDC1, G6PDH/diaphorase resazurin coupled fluorescence. inhibition, % at 20 µM. actives 0.16% (n = 340,000);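 active means inhibition above about 35% when tested at 20 µM, limit read from the data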;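 further: plate controls were DMSO wells with enzyme for no effect and DMSO wells lacking enzyme for full effect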
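System: Recombinant HKDC1 hexokinase | Amount: HKDC1 at 5 µg/mL | Reagent: Glucose with 1 mM ATP | Doses: Single 20 µM dose | Incubation: Reaction time 90 min, room temperature, protected from light | Signal: Coupled resazurin fluorescence, excitation 525 nm, emission 613 nm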
mIAP inh = blocks mouse intestinal alkaline phosphatase | purified mouse IAP, CDP-Star luminescence, 30 min | inhibition, % at 10 µM | actives 0.2% (n = 330,000);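 active means inhibition of at least 40% at 10 µM in the primary screen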;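 further: plate controls were DMSO with enzyme for no effect and no enzyme wells for full effect; values of inactives mirror those of a sister screen read the other way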
hIAP block = blocks human intestinal alkaline phosphatase; P09923; purified IAP, CDP-Star luminescence, 30 min; inhibition, % at 10 µM; actives 0.12% (n = 330,000); AID 2544;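 active means inhibition reaching a set limit with compound at 10 µM in the primary screen, cut at about 35% in these data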;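 further: plate controls were DMSO wells with enzyme for no effect and no-enzyme buffer wells for full effect; values of inactives mirror those of a sister screen read the other way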
hIAP activ = increases human intestinal alkaline phosphatase activity; P09923; purified human IAP, CDP-Star luminescence, 30 min; stronger effect = higher value; 1 = vehicle-only enzyme, 0 = enzyme-free background; activation factor at 10 µM; actives 0.16% (n = 330,000);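 active means activation factor of the enzyme at least 2-fold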; further: the source names both 10 and 20 µM as test concentration; values of inactives mirror those of a sister screen read the other way
* = called active by the depositor; x = no result given. Outcome played no part in choosing rows; overall some 2.4% were active at least once.

No.	SMILES	A3A deaminase	ATG4B inh	PfGluPho inh	mIAP activ	HKDC1 inh	mIAP inh	hIAP block	hIAP activ
1	CCOC(=O)N1CCN(c2nc(N(c3ccccc3)c3ccccc3)nc(-n3ccnc3)n2)CC1	1	x	x	0.93	x	7	-14	1.1
2	Cc1cc(N2C(=O)c3ccc(C(=O)NCc4ccccc4)cc3C2=O)no1	1	0	-7	0.94	-13	6	7	0.93
3	Cc1cccc(-c2noc(CCCC(=O)NCC3CCCO3)n2)c1 (stereo not given)	-4	-6	11	1	-6	-3	-6	1.1
4	CCc1cccc2c(C(=O)CN3C(=O)NC4(CCCCCC4)C3=O)c[nH]c12	-2	-4	9	1.2	0	-18	-3	1
5	CN(C)C(CNC(=O)CSc1nc2sc3c(c2c(=O)n1C)CCCC3)c1ccccc1 (stereo not given)	-1	0	-10	1.1	-1	-8	-10	1.1
6	CCCCn1c(CCC(=O)O)nc2c1c(=O)[nH]c(=O)n2CCC	-4	-14	14	1	1	-3	6	0.94
7	CCOC(=O)c1c(NC(=O)C2c3ccccc3Oc3ccccc32)sc(C(=O)N(CC)CC)c1C	0	1	7	0.94	1	6	-2	1
8	COc1ccc(C)cc1NC(=O)C(Sc1nnnn1C)c1ccccc1 (stereo not given)	4	-9	-7	0.95	-10	5	7	0.93
9	CC(C)CN(C(=O)c1cc(Cl)nc2ccccc12)C1CCS(=O)(=O)C1 (stereo not given)	-2	-4	-13	1	2	-2	-8	1.1
10	COCC(=O)N1CCCC(N(C)CCc2ccc(OC)c(OC)c2)C1 (stereo not given)	1	4	-10	0.92	5	8	7	0.93
11	CC(C)Cn1c(=O)[nH]c(=O)c2c(C(F)(F)F)cc(-c3ccccc3)nc21	-4	-3	11	1.1	-4	-5	-12	1.1
12	O=C(COC(=O)c1c(F)cccc1F)Nc1ccc(N2CCCCC2)cc1	-1	-4	12	0.81	-4	19	5	0.95
13	CCOC(=O)c1sc(NC(=O)c2ccc(S(=O)(=O)N(C)C)cc2)nc1C	-1	-2	16	1	-8	-2	9	0.91
14	Cc1nc(-c2cccc(Br)c2)ccc1C(=O)O	-5	7	-10	1.1	-7	-5	-10	1.1
15	CCCCC(Nc1ncnc2ccccc12)C(=O)O (stereo not given)	2	2	-8	0.95	-8	5	8	0.93
16	CCCNS(=O)(=O)c1ccc(CCC(=O)NCc2ccco2)cc1	2	-6	2	0.99	-8	1	-141	2.4*
17	O=C(NCC1CCCO1)c1nc(Cn2ccc([N+](=O)[O-])n2)no1 (stereo not given)	0	0	12	0.99	-5	1	11	0.89
18	O=[N+]([O-])c1ccc(CN2CCN(c3ccccc3Cl)CC2)o1	54*	4	10	1	-8	-4	2	0.98
19	CCc1ccc(/C=C/C(=O)c2ccc(S(=O)(=O)N(C)C)cc2)cc1	1	-12	4	0.95	8	5	24	0.76
20	Cc1cc(C)c(S(=O)(=O)NCC2CCC(C(=O)NCCCN3CCC(C)CC3)CC2)c(C)c1 (stereo not given)	-2	-5	19	1.1	-6	-9	-7	1.1
21	CCOC(=O)c1ccc(NS(=O)(=O)c2cc(-c3nnnn3CC)ccc2OC)cc1	1	-4	-15	0.99	1	0	8	0.92
22	COc1ccc(/C=C/c2c(-c3cccc(C)c3)oc3ccc(N4CCOCC4)cc23)cc1	-2	8	2	1.2	3	-16	-3	1
23	CC(=O)c1ccc(N2CCN(C(=O)c3ccco3)CC2)c(F)c1	-1	-8	-6	1	-3	-5	-17	1.2
24	COC(=O)C1C(=O)C(C(=O)c2ccc([N+](=O)[O-])cc2)C(=O)CC1(C)C (stereo not given)	-6	-7	1	0.84	-2	16	9	0.91
25	Cc1ccc2nc(/C(C#N)=N/O)[nH]c2c1	-4	3	-7	0.99	-1	1	-44	1.4
26	CCCCC(=O)Nc1ccc2c3c(cccc13)CC2	-6	-2	-5	1.2	-3	-18	2	0.98
27	COCC(=O)Nc1cc(Cl)ccc1C	-1	-8	-6	1.1	5	-9	-5	1
28	C=CCn1c(SCC(=O)c2c(N)n(C3CC3)c(=O)[nH]c2=O)nnc1-c1ccccc1OC	0	6	-7	0.98	-6	2	11	0.89
29	Cc1ccc(/C=C2/SC(=S)N(C3CCCCC3)C2=O)o1	2	5	34	0.73	2	27	34	0.66
30	Cc1ccccc1OCCN1C(=O)c2ccccc2C1=O	-4	-5	15	0.98	-8	2	13	0.87

Continued.
Results follow in this order: A3A deaminase, ATG4B inh, PfGluPho inh, mIAP activ, HKDC1 inh, mIAP inh, hIAP block, hIAP activ
(31) O=C(N(c1ccccn1)c1ccccn1)C12CC3CC(CC(C3)C1)C2
  -2, 1, 9, 1.1, -1, -7, -29, 1.3
(32) CCN=C1S/C(=C\c2ccc(N3CCOCC3)cc2C)C(=O)N1CC
  -1, -8, 12, 0.9, -1, 10, 7, 0.93
(33) CCCCC/C=C\C/C=C\C/C=C\CCCCC(=O)O
  10, 17, -4, 0.92, 2, 8, -14, 1.1
(34) CC(C)N(C(=S)NCc1ccccc1)c1ccccc1
  -4, 13, -12, 0.97, -12, 3, 4, 0.96
(35) CCc1ccccc1NC(=O)CCN1C(=O)C2CC=CCC2C1=O (stereo not given)
  1, -3, 4, 1, -2, -5, 15, 0.85
(36) Cn1c2c(c(=O)n(C)c1=O)C(C(F)(F)F)(C(F)(F)F)N=C(C1CCCCC1)N2
  -1, -5, 6, 1.1, -17, -6, 4, 0.96
(37) CC(=O)Nc1c(OC(C)=O)ccc2c(C)cc(=O)oc12
  3, -3, 6, 0.96, -6, 4, -18, 1.2
(38) C=CCNC(=S)NN(c1ccccc1)c1ccccc1
  -2, -7, -3, 0.95, -7, 5, 12, 0.88
(39) CC(OC(=O)c1cccc([N+](=O)[O-])c1)C(=O)N1CCc2ccccc21 (stereo not given)
  -1, 0, 7, 0.96, -7, 4, -6, 1.1
(40) CCC(C)NC(=O)Cn1cccc1C(=O)c1ccccc1 (stereo not given)
  6, 4, -18, 0.98, -10, 2, -2, 1
(41) CC[C@]12c3[nH]c4ccc(OC)cc4c3CCN1C(=O)C(CC(=O)NCCC1=CCCCC1)C[C@@H]2C(=O)N1CCN(C(=O)C2CC2)CC1 (stereo not given in full)
  -1, -4, 7, 1.1, -9, -8, x, x
(42) NC(=O)C1CCCN(S(=O)(=O)c2ccccc2)C1 (stereo not given)
  -4, -4, -1, 1, -15, -5, -3, 1
(43) COC(=O)c1nn(-c2ccccc2)nc1-c1nn(-c2ccccc2)nc1C(=O)OC
  -2, -1, 8, 0.99, -3, 1, 5, 0.95
(44) CCCCC(=O)Nc1cnc(NC(=O)c2cccs2)cc1C
  -4, 2, 1, 0.94, 5, 6, -6, 1.1
(45) C/C(CC(=O)Nc1ccccn1)=N\NC(=O)c1ccncc1
  -4, x, x, 1, x, 0, 1, 0.99
(46) CC1CCCN(C(=O)c2ccc3c(=O)n(Cc4ccc5c(c4)OCO5)c(=S)[nH]c3c2)C1 (stereo not given)
  -5, 85*, -14, 0.87, 14, 13, 16, 0.84
(47) CC(=O)c1ccc(S(=O)(=O)NCCC(=O)N2CCN(c3ccccn3)CC2)cc1
  -5, -4, 14, 1.1, -2, -9, -3, 1
(48) CCCC(=O)N1CCc2cc(OC)c(OC)cc2C1COc1ccccc1OC (stereo not given)
  -2, -1, -7, 1.1, 5, -6, 1, 0.99
(49) Cc1noc(NS(=O)(=O)c2ccc(NC(=O)c3nn(-c4ccccc4)ccc3=O)cc2)c1C
  -25, -1, -10, 0.99, -3, 1, 8, 0.92
(50) CCc1cccc(CC)c1NC(=S)NCC(c1cccnc1)N(C)C (stereo not given)
  0, 2, -15, 1, -4, -4, 10, 0.9
(51) COc1ccc(CN2C(=O)NC3(CCCCCC3)C2=O)cc1F
  -1, 9, -15, 0.99, -2, 1, 6, 0.94
(52) COc1ccccc1-c1cc(C(=O)N2CCCCC2)no1
  -3, 2, -7, 0.89, 2, 12, 13, 0.87
(53) C(=N\Nc1nc(N2CCOCC2)nc(N2CCOCC2)n1)/c1ccncc1
  0, -9, 2, 1.1, -10, -8, 11, 0.89
(54) C=CCC1CCCC(=O)N2CCCC12 (stereo not given)
  0, -9, 7, 0.94, -3, 6, x, x
(55) CN1CCN(/N=C/c2nc(-c3cccc([N+](=O)[O-])c3)n3ccccc23)CC1
  -10, -4, 3, 0.98, -1, 2, 9, 0.91
(56) CCOc1ccccc1-n1c(COc2ccccc2)nnc1SCC(N)=O
  0, 0, 9, 0.96, -13, 4, 18, 0.82
(57) O=[N+]([O-])c1cc(S(=O)(=O)Nc2ccccc2)ccc1-n1nnc2ccccc21
  -2, -9, -13, 0.92, -2, 8, 9, 0.91
(58) Cc1ccc(S(=O)(=O)NC(=O)c2cc(C)n(-c3ccccc3)c2C)cc1
  -2, 1, -14, 0.95, -4, 5, 2, 0.98
(59) COc1ccc(C(CCNC(C)c2ccccc2)C(C)C)cc1 (stereo not given)
  0, 8, -5, 0.99, -5, 1, -14, 1.1
(60) CCCN1CCN(CCCNC(=O)C2CCCN(c3nc4ccc(OCC)cc4s3)C2)CC1 (stereo not given)
  -4, -5, 1, 1.2, -8, -22, -24, 1.2
(61) COc1cccc(OC)c1-c1nn(-c2ncc(C(F)(F)F)cc2Cl)c(=O)o1
  1, 0, -2, 0.86, -7, 14, 31, 0.69
(62) Cc1cc(C)cc(OCc2ccc(C(=O)NC3CCOC3=O)o2)c1 (stereo not given)
  -5, 7, 11, 1.2, -10, -19, -32, 1.3
(63) Cn1ccc(-c2ccccc2)n1
  -5, -5, 7, 1, -9, -2, -9, 1.1
(64) COc1ccc(OCC(=O)Nc2ccc(S(=O)(=O)Nc3cc(C)on3)cc2)cc1
  -3, 3, -16, 0.94, -2, 6, -4, 1

Of the compounds above, 7 contain an NH in an aromatic ring:
Results follow in this order: A3A deaminase, ATG4B inh, PfGluPho inh, mIAP activ, HKDC1 inh, mIAP inh, hIAP block, hIAP activ
(4) CCc1cccc2c(C(=O)CN3C(=O)NC4(CCCCCC4)C3=O)c[nH]c12
  -2, -4, 9, 1.2, 0, -18, -3, 1
(6) CCCCn1c(CCC(=O)O)nc2c1c(=O)[nH]c(=O)n2CCC
  -4, -14, 14, 1, 1, -3, 6, 0.94
(11) CC(C)Cn1c(=O)[nH]c(=O)c2c(C(F)(F)F)cc(-c3ccccc3)nc21
  -4, -3, 11, 1.1, -4, -5, -12, 1.1
(25) Cc1ccc2nc(/C(C#N)=N/O)[nH]c2c1
  -4, 3, -7, 0.99, -1, 1, -44, 1.4
(28) C=CCn1c(SCC(=O)c2c(N)n(C3CC3)c(=O)[nH]c2=O)nnc1-c1ccccc1OC
  0, 6, -7, 0.98, -6, 2, 11, 0.89
(41) CC[C@]12c3[nH]c4ccc(OC)cc4c3CCN1C(=O)C(CC(=O)NCCC1=CCCCC1)C[C@@H]2C(=O)N1CCN(C(=O)C2CC2)CC1 (stereo not given in full)
  -1, -4, 7, 1.1, -9, -8, x, x
(46) CC1CCCN(C(=O)c2ccc3c(=O)n(Cc4ccc5c(c4)OCO5)c(=S)[nH]c3c2)C1 (stereo not given)
  -5, 85*, -14, 0.87, 14, 13, 16, 0.84

Bioassay records deposited in PubChem BioAssay by Sanford-Burnham Center for Chemical Genomics.
